# D3 antag = antagonists of human D3 dopamine receptor. P35462. D3R cells, DiscoveRx beta-arrestin luminescence, antagonist mode; active compounds read low. max response, negative = inhibition, %. hit rate 2.5% among 360,000; in the data active means max response below about -50%; inconclusive means no clear call, values can overlap the other calls; further: on the % scale 0 is the no-effect control and ±100 the full control effect; mostly tested at two doses, the higher about 12 µM
#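 Cells expressing the human receptor were seeded at 1500 cells/well, incubated overnight at 37 degrees C in 5% CO2, then exposed to library compounds with dopamine controls for 90 minutes at 37 degrees C before luminescent detection.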
# aSyn rescue = inhibitors of alpha-synuclein toxicity in yeast; Yeast expressing alpha-synuclein, growth rescue, BacTiter-Glo, 24 h; Potency, µM (titrated, usually from 46.1 µM), without a hit: at the top dose growth rescue (activation), actives largely listed as activators; hit rate 0.14% among 370,000; AID 652106; further: potency means the concentration at half of the fitted maximal effect; % of control where 0% means no effect; nearly all actives have a fitted effect of over 65% in size
#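 Rescue of yeast growth: cells expressing toxic alpha-synuclein, induced in galactose at OD600 0.02, incubated with compound 24 h at 30 C. ATP luminescence quantified growth; inhibitors of toxicity appear as activators.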
# TDP-43 yeast inh = TDP-43 toxicity inhibition in yeast | TDP-43 expressing yeast growth rescue, BacTiter-Glo, 24 h | Potency, µM (top dose mostly 46.1 µM), inactives show top-dose growth rescue (activation), actives largely listed as activators | hit rate 1.8% among 410,000 | AID 652104; further: potency means the concentration at half of the fitted maximal effect; % of control where 0% means no effect; nearly all actives have a fitted effect of over 50% in size
#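 Cell-based yeast growth screen: TDP-43 expression induced in galactose, inoculum OD600=0.02 after raffinose pregrowth to mid-log. Read-out BacTiter-Glo luminescence at 24 hr, 30 deg C; inhibition of toxicity seen as signal increase.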
# GLP-1R inv ag = GLP-1 receptor (human) inverse agonism. Potency, µM (titrated, usually from 38.3 µM), without a hit: at the highest dose activity change, negative = inhibition, hits mostly inhibitors. AID 624417. hit rate 1.6% among 410,000. HEK293 GLP-1R CRE-luciferase, luminescence, 24 h; GLP-1R form is constitutively active; further: potency means the concentration at half of the fitted maximal effect; on the % scale 0 is the no-effect control and ±100 the full control effect; nearly all actives have a fitted effect of over 55% in size
# Target sequence (P43220 whole entry, looked up): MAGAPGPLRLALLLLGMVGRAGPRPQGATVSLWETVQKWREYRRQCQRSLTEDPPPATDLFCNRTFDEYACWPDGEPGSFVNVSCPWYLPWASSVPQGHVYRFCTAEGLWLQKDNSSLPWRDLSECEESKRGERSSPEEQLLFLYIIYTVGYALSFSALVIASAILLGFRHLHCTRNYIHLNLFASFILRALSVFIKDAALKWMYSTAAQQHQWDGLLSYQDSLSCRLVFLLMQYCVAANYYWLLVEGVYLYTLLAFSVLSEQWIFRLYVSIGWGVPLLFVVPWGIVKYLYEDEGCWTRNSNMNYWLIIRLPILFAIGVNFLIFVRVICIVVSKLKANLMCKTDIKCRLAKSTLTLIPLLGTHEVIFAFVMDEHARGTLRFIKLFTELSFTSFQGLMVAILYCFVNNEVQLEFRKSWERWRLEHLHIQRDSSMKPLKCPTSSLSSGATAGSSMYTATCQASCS
#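 Luminescence readout: a drop in cAMP-driven luciferase signal flags inverse agonism at a constitutively active GLP-1R stably expressed in HEK293. Compound exposure lasted 24 hr at 37 deg C, 5% CO2.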
# KB-V1 cytotox = kills drug-selected multidrug resistant KB-V1 cells | KB-V1 MDR cells viability, CellTiter-Glo, 72 h | Potency, µM (titrated, usually from 46.1 µM), for inactives: at the top dose activity change, negative = cytotoxicity, most hits filed as cytotoxic | hit rate 3.4% among 400,000; further: potency means the concentration at half of the fitted maximal effect; on the % scale 0 is the no-effect control and ±100 the full control effect; nearly all actives have a fitted effect of over 60% in size
#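 KB-V1 cells (P-gp-expressing MDR subline of KB-3-1) in phenol-red-free DMEM with 10% FBS were exposed to library compounds over a concentration series for 72 h at 37 degrees C. Viability read by CellTiter-Glo luminescence; concentration-effect curves fitted after normalization.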
# DRD3 agonist = D3 dopamine receptor (human) agonism. AID 652048. P35462. hit rate 0.58% among 410,000. D3R DiscoveRx beta-arrestin cells, luminescence, 90 min. max activation, %; in the data active means max activation above about 30%; further: 0% is about no effect; mostly tested at two doses, the higher about 12 µM
#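 Agonist-mode cell screen: cells plated at 1500/well and incubated overnight at 37 °C, then exposed to library compounds for 90 min at 37 °C. Detection reagent was added for 30–60 min at room temperature, and luminescence was read.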
# HEK293 tox = cytotoxic in the GLP-1 receptor inverse agonist counter-screen; HEK293 cAMP-luciferase reporter cells, luminescence, 24 h; Potency, µM (highest dose often 38.3 µM), for the others: at the top dose activity change, negative = inhibition, usual class: inhibitors; hit rate 0.13% among 410,000; AID 624418;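 further: loss of luciferase light is scored as toxicity; potency means the concentration at half of the fitted maximal effect; on the % scale 0 is the no-effect control and ±100 the full control effect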
#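 MLSMR compounds, 24 hr on cells at 37 deg C/5% CO2; luminescence after luciferase reagent (12 min RT). Inhibition counted as the undesired cytotoxic outcome.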
# PTHR1 ag = PTHR1 (human) receptor agonism | Q03431 | HEK293 GP2 PTHR1 cells, GloSensor cAMP luminescence, 1 h | Potency, µM (doses to about 115 µM), for the others: top-dose activation, most hits filed as activators | hit rate 0.075% among 410,000 | AID 743266; further: potency means the concentration at half of the fitted maximal effect; nearly all actives have a fitted effect of over 55% in size; some results filed as inactive show a strong effect at the top dose; inactives centre near -15; many of its hits are not listed in these tables
# Target sequence (Q03431 whole entry, looked up): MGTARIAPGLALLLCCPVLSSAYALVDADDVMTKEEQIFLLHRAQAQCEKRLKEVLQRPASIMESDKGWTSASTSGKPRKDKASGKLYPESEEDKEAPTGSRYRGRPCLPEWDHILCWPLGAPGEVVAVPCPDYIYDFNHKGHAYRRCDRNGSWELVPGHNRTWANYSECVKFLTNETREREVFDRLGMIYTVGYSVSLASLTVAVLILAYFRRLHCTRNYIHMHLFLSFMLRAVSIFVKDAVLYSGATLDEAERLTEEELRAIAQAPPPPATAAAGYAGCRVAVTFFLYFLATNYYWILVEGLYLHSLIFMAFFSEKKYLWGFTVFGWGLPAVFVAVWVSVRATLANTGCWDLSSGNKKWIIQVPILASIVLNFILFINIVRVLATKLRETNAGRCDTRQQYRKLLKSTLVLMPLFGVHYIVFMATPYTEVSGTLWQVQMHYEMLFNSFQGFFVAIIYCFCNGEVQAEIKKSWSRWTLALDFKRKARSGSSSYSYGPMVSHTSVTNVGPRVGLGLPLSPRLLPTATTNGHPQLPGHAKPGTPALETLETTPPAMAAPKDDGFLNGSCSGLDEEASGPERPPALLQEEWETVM
#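 HEK-293-derived GP2 cells expressing PTHR1 and a GloSensor cAMP reporter, 3,000/well, plated overnight, given luciferin plus IBMX (each 0.5 mM as added) for 1 h at 37 °C, then compound for 1 h at 37 °C. Luminescence was read after 15 min at room temperature.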
# GLP-1R agonist = activates the human GLP-1 receptor; HEK293 GLP-1R CRE-luciferase, luminescence, 4-6 h; cells express a hypersensitive GLP-1R form; Potency, µM (highest dose often 45.6 µM), inactives show at the highest dose activation, usual class: activators; hit rate 0.007% among 380,000; further: potency means the concentration at half of the fitted maximal effect; % of control where 0% means no effect
# * marks the source's active call; other numbers are inactive results; i = inactive; u = inconclusive; x = not tested or not shown; & = joins results of further samples; [ ] = remark or other dose. Unless noted, the call rests on the fitted dose curve; in most records, active means well fitted curve in the direction sought with a large enough effect; inconclusive means small, poorly fitted or top-dose-only effect, or another doubt; inactive means no such curve, though single readings can be large; an effect the other way counts as inactive or inconclusive. The list is partial (hit frequency here may not be typical).
Structure	D3 antag	aSyn rescue	TDP-43 yeast inh	GLP-1R inv ag	KB-V1 cytotox	DRD3 agonist	HEK293 tox	PTHR1 ag	GLP-1R agonist
O=C(CCC(=O)NC1CCCCCCC1)Nc1nnc(C(F)(F)F)s1	14	-3%	-19%	-6%	13%	-5	-2%	u	0%
CC1CN(C(=S)Nc2cccc(Cl)c2)CC(C)O1 (stereo not drawn)	8	-2%	14%	u	15%	2	-8%	-22%	-2%
Oc1oc(-c2ccc(Br)cc2)nc1/C=N/c1ccccn1	-8	-5%	-1%	8%	-4%	4	-1%	-18%	7%
C/C(=N\S(=O)(=O)c1ccc(C)cc1)Nc1cc(C(C)C)c(O)cc1C	9	-5%	-9%[0.397 µM]	u	-3%	-4	-21%	-4%	14%
CN(Cc1c(F)cccc1Cl)C(=O)c1cc2ccccc2o1	-4	23%	29%	u	-21%	-4	0%	-14%	9%
Cc1ccc(SC(C)c2nc(-c3ccccc3)no2)cc1 (stereo not drawn)	-6	1%	8%	u	9%	-1	28%	-22%[57.5 µM]	6%
CN(C)CCCNc1nc2cc(-c3ccccc3)sc2c(=O)n1C	u	-4%	10%	-32%	3%	-10	23%	i	-3%
[O-][n+]1ccccc1/C=C/c1ccccc1	-11	-32%[inhibitor]	8%	15%	22%	-2	-8%	-22%	4%
COc1ccc(Oc2cccc(Cl)c2CNC(=O)CSCC(=O)O)cc1	10	-3%	-9%	5%	2%	-4	-11%	-1%	-1%
Cc1cccc(C)c1NC(=O)C1(NC(=O)c2cnccn2)CCCCC1	0	2%	-6%	-4%	9%	-12	5%	22%	2%
Cc1ccc2c(=O)c(C(=O)c3ccc(F)cc3)cn(CC(=O)Nc3ccc4c(c3)OCCO4)c2n1	x	x	10%	0%	2%	-6	1%	-23%	x
Cc1ccc(C(c2ccc(C)o2)c2cccc([N+](=O)[O-])c2O)o1	-73*	-13%	16%	u	-17%	-2	1%	-14%[57.5 µM]	-15%
Cc1ccc2[nH]c3c(=O)n(CCCN4CCOCC4)cnc3c2c1	27	0%	8%	7%	-2%	1	-12%	i	1%
O=C(Nc1ccc2oc(-c3ccc4ccccc4c3)nc2c1)c1cc(Br)ccc1Cl	x	x	u	7%	x	2	-2%	-11%	x
Cn1c(=O)cc(SCC(=O)NCCC2=CCCCC2)c2ccc(Cl)cc21	-16	0%	5%	11%	-21%	-12	13%	-19%	-1%
Cc1oc(-c2ccc(C(=O)NCc3ccccc3)cc2)nc1CS(=O)(=O)c1ccccc1	x	x	15%	6%	u	5	-10%	i	x
COc1ccccc1CN(C)C(=O)CN1C(=O)c2ccccc2C1=O	0	5%	u	7%	15%	2	-7%	-12%	11%
O=c1[nH]c(C2CCN(S(=O)(=O)/C=C/c3ccccc3)CC2)nc2c1nnn2Cc1ccccc1	8	5%	8%	u	-12%	7	-4%	i	18%
CN(C)c1ccc(C(CNC(=O)c2ccccc2)N2CCc3ccccc32)cc1 (stereo not drawn)	x	x	13%	9%	5%	-8	-2%	-36%[inhibitor]	x
COc1ccc(NC(=O)CSc2nc3[nH]ncc3c(=O)[nH]2)c(OC)c1	-12	-9%	-2%	15%	u	1	1%	i	-6%
Cn1cnnc1SC1c2cccc3cccc(c23)C1NS(=O)(=O)c1ccccc1 (stereo not drawn)	-13	-6%	0%	4%	7%	2	-14%	-9%	1%
CCCN(C(=O)COC(=O)CSc1ccc([N+](=O)[O-])cc1)C1CCS(=O)(=O)C1 (stereo not drawn)	22	-19%	u	14%	u	-13	-10%	i	1%
CCN(CC)CCN1C(=O)C(O)=C(C(=O)c2cc3ccccc3o2)C1c1cccnc1 (stereo not drawn)	-3	4%	5%	8%	17%	0	-12%	i	-3%
CC(=O)Nc1ccc(C(=O)NNC(=O)C2C3CCCCC32)cc1 (stereo not drawn)	1	3%	-5%	17%	u	6	-1%	i	-1%
COc1ccc(NC(=O)CCC(=O)OCc2ccc([N+](=O)[O-])cc2)cc1	-15	-12%	22%	-18%	-4%	-1	-17%	84%	0%
CCOC(=O)c1ccc(CN(Cc2ccccc2)S(=O)(=O)c2cccc([N+](=O)[O-])c2)cc1	-11	1%	3%	5%	-7%	3	4%	i	1%
COc1ccccc1N1CCN(c2ncc3c(n2)CCN(Cc2ccc(C)s2)C3)CC1	x	x	17%	-5%	2%	4	-8%	i	x
CCc1ccc(S(=O)(=O)n2c(C)nc3ccccc32)cc1	0	-1%	-1%	10%	9%	3	2%	i	-8%
Cc1ccc(C2=NNC(c3ccc(Cl)cc3)=Nc3ccccc32)o1	11	-9%	22%	7.9µM*	-1%	1	-26%	-19%	4%
CCOc1ccc(NC(=O)CN(C)C(=O)c2sccc2-c2ccccc2)cc1OCC	-9	-4%	-6%	8%	u	-13	2%	-23%	5%
O=C(c1ccc(-c2ccc([N+](=O)[O-])cc2)o1)N1CCN(S(=O)(=O)c2cccs2)CC1	18	5%	24%	-4%	-11%	2	-21%	-24%	1%
COC(=O)c1cccc(N2CCCC2=O)c1	-1	u	5%	9%	-7%	0	2%	-21%	-3%
CCN1CCN(C(=O)CN(C)S(=O)(=O)c2ccc(OC)cc2)CC1	u	0%	3%	7%	4%	2	-14%	-42%[inhibitor][57.5 µM]	6%
CC(=O)N1CCSc2ccc(S(=O)(=O)Nc3ccccc3C)cc21	5	-3%	-31%[inhibitor]	9%	0%	-4	-2%	-80%[inhibitor]	-1%
CC(C)(C)c1nnc(N/N=C/c2ccccc2)n(N)c1=O	11	-1%	0%	-15%	u	3	-22%	-27%	-15%
Cn1c(=O)n(C)c2cc(NS(=O)(=O)c3ccccc3[N+](=O)[O-])ccc21	-2	0%	28%	5%	x	10	-8%	-59%[inhibitor]	-2%
Cc1cccc(NC(=O)CCNS(=O)(=O)c2cccc3nsnc23)c1C	-9	3%	-4%&14%	5%&8%	2%&1%	15&3	0%&-7%	-36%[inhibitor]	7%&1%
COC(=O)N/N=C/c1cn(CCOc2cccc(OC)c2)c2ccccc12	0	0%	27%	u	6%	1	18%	i	8%
CCN1CCN(CCC(=O)Nc2ccc(C)cc2)CC1	-4	-5%	-4%	-11%	u	-3	16%	-5%	9%
CCOC(=O)[C@@H]1[C@H]2COc3ccccc3[C@@H]2N2C(=O)N(c3ccc(F)cc3)C(=O)[C@]12C	-9	2%	0%	11%	-2%	1	-2%	i	5%
CCOc1ccccc1NC(=O)Cn1c(=O)n(Cc2ccco2)c(=O)c2sc3ccccc3c21	x	x	14%	-8%	-25%	-5	-5%	i	0%
CCOc1ccc(S(=O)(=O)N(CC(=O)N/N=C/c2ccc(-c3ccc([N+](=O)[O-])cc3)o2)c2ccccc2)cc1	-18	2%	14%	-15%	u	8	35%[activator]	i	-24%
O=C(Nc1ccc(S(=O)(=O)N2CCCCC2)cc1)c1ccc(CN2CCc3ccccc3C2)cc1	-22	0%	12%	u	u	-14	79%[activator]	-56%[57.5 µM]	-4%
CC(=O)Nc1cccc(/C(C)=N/NC(=O)c2ccc3c(c2)OCO3)c1	-5	-4%	10%[9.22 µM]	-14%[7.66 µM]	17%	2	-1%[7.66 µM]	i	6%
CN(C)c1ccc(S(=O)(=O)N2CCCCC2)cc1NC(=O)C1=NN(c2ccccc2)C(=O)CC1	1	3%	7%	-8%	5%	7	-7%	i	-2%
Cn1nc(-c2ccccc2F)c2cc(C(=O)NCc3ccc(Cl)cc3)sc21	x	x	5%	u	-6%	0	2%	-32%[inhibitor]	-2%
CCSCC(C)(C)n1[nH]c2ccccc2c1=O	-18	-2%	12%	4%	9%	3	4%	-29%	-2%
Cc1oc(-c2ccc(Cl)cc2)nc1CS(=O)CC(=O)NCCCN1CC(C)CC(C)C1 (stereo not drawn)	1	-4%	-10%	5.6µM*	-1%	-9	u	i	8%
C#CCOCCOCCOCCNc1nc(N2CCN(C(=O)CCCCCCCCCCNC(=O)Cn3cc(C[C@@H](C)O)nn3)CC2)nc(N2CCN(C(=O)CCCCCCCCCCNC(=O)Cn3cc(C[C@@H](C)O)nn3)CC2)n1	20	5%	21%	8%	5%	9	-4%	-2%	7%
Cc1ccc([N+](=O)[O-])cc1N=Nc1c(C)[nH]n(C(N)=S)c1=O	-1	-16%	u	-18%	11%	2	6%	i	-1%
CCCn1nnc(NC(=O)C(C)Oc2ccc(Cl)cc2Cl)n1 (stereo not drawn)	3	8%	u	0%	u	-1	3%	0%[57.5 µM]	21%
O=C(CSc1nc2ccccc2o1)N1c2ccccc2Sc2ccc(Cl)cc21	-24	4%	0%	u	-5%	8	8%	u	-3%
O=C(CCc1nc2cccnc2n1Cc1cccs1)Nc1cccc(Cl)c1	x	x	u	u	-3%	2	2%	-11%	x
Cc1cccc(C(=O)OCC(=O)N2CCN(C(=O)c3ccco3)CC2)c1O	5	10%	-5%	u	-11%	0	-14%	i	4%
NC(=O)CSc1nc2scc(-c3ccco3)c2c(=O)n1-c1ccccc1	-7	-1%	2%	29%	-17%	-1	-9%	i	11%
Cc1ccc(Cl)cc1N1CCN(S(=O)(=O)c2ccc3[nH]c4c(c3c2)CCCCC4)CC1	x	9%	-4%	u	u	2	-19%	7%	-6%

# Bioassay records: PubChem BioAssay, National Center for Advancing Translational Sciences (NCATS)
